KAT2A inh – inhibitors of human GCN5L2 histone acetyltransferase | Q92830 | GCN5L2 HAT assay, ThioGlo1 CoA-SH fluorescence | Potency, µM (top dose mostly 58.9 µM), without a hit: at the top dose activity change, negative = inhibition, usual class: inhibitors | hit rate 0.21% among 390,000 | AID 504327
Target sequence (Q92830 whole entry, looked up): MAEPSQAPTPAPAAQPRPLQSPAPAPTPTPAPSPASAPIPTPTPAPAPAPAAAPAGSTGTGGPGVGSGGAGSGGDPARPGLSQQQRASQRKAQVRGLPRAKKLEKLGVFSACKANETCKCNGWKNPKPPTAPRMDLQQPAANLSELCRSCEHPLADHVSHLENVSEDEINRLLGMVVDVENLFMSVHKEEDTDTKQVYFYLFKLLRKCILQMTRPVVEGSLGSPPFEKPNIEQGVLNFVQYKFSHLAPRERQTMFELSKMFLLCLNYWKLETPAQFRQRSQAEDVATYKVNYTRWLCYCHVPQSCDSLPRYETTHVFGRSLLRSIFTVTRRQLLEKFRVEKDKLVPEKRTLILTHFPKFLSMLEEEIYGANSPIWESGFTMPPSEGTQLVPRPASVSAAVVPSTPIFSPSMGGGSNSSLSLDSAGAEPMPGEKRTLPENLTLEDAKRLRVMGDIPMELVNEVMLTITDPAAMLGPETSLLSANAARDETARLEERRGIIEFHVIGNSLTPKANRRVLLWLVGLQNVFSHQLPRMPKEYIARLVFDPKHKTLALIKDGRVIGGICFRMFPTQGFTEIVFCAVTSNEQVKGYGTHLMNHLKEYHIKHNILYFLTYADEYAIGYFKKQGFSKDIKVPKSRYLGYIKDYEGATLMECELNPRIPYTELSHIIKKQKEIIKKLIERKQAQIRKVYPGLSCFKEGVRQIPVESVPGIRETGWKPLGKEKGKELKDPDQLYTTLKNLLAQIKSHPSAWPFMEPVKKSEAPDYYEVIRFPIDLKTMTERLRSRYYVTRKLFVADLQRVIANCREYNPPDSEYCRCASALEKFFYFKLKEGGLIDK
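Fluorescence readout, Ex340nm/Em540nm: ThioGlo1 (50uM final) reacts with free CoA thiol released as 20nM GCN5L2 acetylates H3(1-25) peptide (75uM) using acetyl-CoA (70uM). Compound and enzyme sat 15 min beforehand; 20 min room-temperature reaction.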
TDP1 cell noCPT – qHTS for Inhibitors of human tyrosyl-DNA phosphodiesterase 1 (TDP1): qHTS in cells in absence of CPT. DT40 Tdp1-/- hTDP1 cells, no CPT, ATP luminescence, 48 h. hit rate 15% among 420,000. AID 686978, 2013. Potency, µM (series often up to 46.2 µM), without a hit: at the highest dose activity change, negative = growth inhibition, actives largely listed as inhibitors; also: nearly all actives have a fitted effect of over 55% in size
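Camptothecin absent (DMSO only). Human TDP1-complemented DT40 knockout cells, 400 cells/well, 37 °C for minimum 48 hr; ATP measured via CellTiter-Glo, 30 min dark incubation, luminescence.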
TDP1 cell CPT – growth inhibition of DT40 Tdp1-/-;hTDP1 cells with camptothecin (screen for TDP1 inhibitors); chicken DT40 Tdp1-/-;hTDP1 cells + 20 nM CPT, ATP luminescence, 48 h; hit rate 12% among 420,000; Potency, µM (top dose mostly 46.2 µM), inactives show at the highest dose activity change, negative = growth inhibition, most hits filed as inhibitors; AID 686979; also: nearly all actives have a fitted effect of over 55% in size
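Cell growth measured by CellTiter-Glo luminescence after a minimum 48 h, 37 C compound exposure with 20 nM CPT in Tdp1-knockout DT40 cells stably expressing hTDP1, seeded 400/well; qHTS titration format.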
* marks the source's active call; other numbers are inactive results; u = inconclusive; x = not tested or not shown; & = joins results of further samples; ! = not confirmed by another sample. Calls follow the shape of the dose curve; as a rule, active = well fitted curve in the direction sought with a large enough effect; inconclusive = small, poorly fitted or top-dose-only effect, or another doubt; inactive = no such curve, though single readings can be large; an effect the other way counts as inactive or inconclusive. % is scaled to controls: 0 for no effect and ±100 for the full control effect; potency is read from the fitted curve at half-maximal effect. An excerpt. The share of hits here may be higher or lower than overall.

SMILES	KAT2A inh	TDP1 cell noCPT	TDP1 cell CPT
O=C(CN1C(=O)/C(=C/c2ccc(F)cc2)SC1=S)NC1C=CS(=O)(=O)C1 (stereo unspecified)	-11%	u	u
Cc1cccc(N(C)C(=O)C2CCCN2S(=O)(=O)c2cccc3nsnc23)c1 (stereo unspecified)	-4%	-8%	-26%
COc1ccccc1N1CCN(CCCCN2C(=O)C3CCCCN3C2=O)CC1 (stereo unspecified)	-4%	u	26µM*
O=C(C(=O)N1CCN(C(=O)c2ccco2)CC1)c1ccccc1	x	6%	0%
CCC(C)n1c(SCC(=O)NCCc2ccc(S(N)(=O)=O)cc2)nc2ccsc2c1=O (stereo unspecified)	-6%	u	u
Cc1nn(C(=O)Cn2cc([N+](=O)[O-])cn2)c(C)c1Cl	2%	11%	-16%
Cc1nc2cc(-c3ccccc3)nn2c(N)c1-c1ccccc1	3%	u	-11%
O=C1CSC(c2ccc(F)cc2)N1c1ccccc1F (stereo unspecified)	9%	-17%	u
CCN(CC)CCNC(=S)N1CCn2c(nc3ccccc32)C1	-4%	3%	5%
Nc1nc2ccccc2n1C(=O)c1ccco1	-5%	-10%	u
Cc1cc(=O)n2nc(N3CCC(C(=O)NCc4cccnc4)CC3)sc2n1	-7%	6%	5%
CC(C)(C)C(=O)Nc1ccccc1C(=O)Nc1cc(Cl)ccc1Cl	-8%	u	u

A different layout for four compounds above:
> CCN(CC)CCNC(=S)N1CCn2c(nc3ccccc32)C1
- KAT2A inh: -4%
- TDP1 cell noCPT: 3%
- TDP1 cell CPT: 5%

> Nc1nc2ccccc2n1C(=O)c1ccco1
- KAT2A inh: -5%
- TDP1 cell noCPT: -10%
- TDP1 cell CPT: u

> Cc1cc(=O)n2nc(N3CCC(C(=O)NCc4cccnc4)CC3)sc2n1
- KAT2A inh: -7%
- TDP1 cell noCPT: 6%
- TDP1 cell CPT: 5%

> CC(C)(C)C(=O)Nc1ccccc1C(=O)Nc1cc(Cl)ccc1Cl
- KAT2A inh: -8%
- TDP1 cell noCPT: u
- TDP1 cell CPT: u

The results go on.
SMILES	KAT2A inh	TDP1 cell noCPT	TDP1 cell CPT
COc1ccccc1N1CCN(C(=O)C2CCN(C(=O)c3ccc(C(C)(C)C)cc3)CC2)CC1	3%	u	u
NC(=O)NC(=O)COC(=O)c1cccc(S(=O)(=O)N2CCCCCC2)c1	-20%	0%	-1%
CCOC(=O)c1c(NC(=O)CCc2ccc(CC)o2)sc(C)c1C	1%	u	u
CN(CC(=O)NCC1CCCCC1)S(=O)(=O)c1ccc(F)cc1	-4%	-21%	-11%
CCOc1ccccc1OCC(=O)Nc1nnc(COC)s1	-1%	-5%	-14%
COc1ccccc1/C=C/C(=O)OCC(=O)c1c[nH]c2ccccc12	-10%	21µM*	u
COc1cccc(CNC(=O)CCCc2cn(C)c3ccccc23)c1	-1%	5%	0%
CCCCn1nnnc1C(c1ccccc1)N1CCN(c2ccc(C(F)(F)F)cc2[N+](=O)[O-])CC1 (stereo unspecified)	x	18µM*	u
CC(C)C(=O)N[C@H]1CCC2C3CC=C4C[C@@H](O)CC[C@]4(C)C3CC[C@@]21C (stereo partly specified)	-1%	u	-29%
COc1c(Br)cc(/C=N/n2c(-c3ccccc3)n[nH]c2=S)c(O)c1Br	u	u	0%
CSCCC(NC(=O)COc1cccc2ccccc12)C(=O)O (stereo unspecified)	0%	4%	-18%
C/C(=N/NC(=O)c1cc(O)c(O)c(O)c1)c1ccc([N+](=O)[O-])cc1	-2%	u	u
Cn1c(CN(O)S(=O)(=O)c2ccc(Cl)cc2)nnc1C(F)(F)F	-2%	14%	1%
CCCNC(=O)c1cc(C2CCCN(C(=O)C3CC3)C2)on1 (stereo unspecified)	x	-3%	-11%
COc1ccc2c(c1)-c1nc(NC(=O)c3ccco3)sc1CC2	-24%	15µM*	u
COC(=O)c1ccc(NC(=O)Nc2ccc(F)cc2F)cc1	-21%	6.5µM*	8.2µM*
Cc1ccc(Sc2c(C(=O)NCc3ccccc3C)[nH]c3ccccc23)cc1	-6%	-55%	u
O=C(C(c1ccccc1)N1CCOCC1)N1CCOCC1 (stereo unspecified)	x	u	-17%
CN1CCN(CCCNC(=O)c2ccc3c(Cl)c4c(nc3c2)CCCC4)CC1	1%	21µM*	u
COc1ccc(CNc2ncnc3cc(OC)c(OC)cc23)cc1OC	-3%	-5%	4%
CCOCCCNC(=O)c1ccccc1SCC	-5%	-15%	-6%
O=C(Cn1cnc2ccccc2c1=O)N1CCN(c2ccccc2)CC1	-3%	-8%	8%
COC(=O)c1cc(NS(=O)(=O)c2ccc(NC(C)=O)cc2)ccc1Cl	-8%	u	u
CC(=O)c1c(N2CCCCC2)nc(=O)n(-c2ccccc2)c1C	1%	-3%	-4%
O=c1c(Cc2ccc(F)cc2)c(O)ccn1Cc1ccco1	-5%	11%	-12%
Cc1ccc(C(C)C)c(OCc2ccc(C(=O)N/N=C/c3ccc(O)cc3O)cc2)c1	-11%	18µM*	u
O=C(OCC(=O)N1CCOCC1)c1ccccc1SCC(=O)N1CCCC1	-4%	-27%	13%
O=C(C1=C[C@H](c2ccc(C(F)(F)F)cc2)C[C@H](OCc2ccc(CO)cc2)O1)N1CCOCC1	3%	u	u
CCOC(=O)c1sc(-c2ccccn2)nc1C	-9%	1%	4%
O=C(O)C1(Nc2ccc([N+](=O)[O-])cc2[N+](=O)[O-])CCCC1	x	u	-10%
COc1ccc(NC(=O)c2cc(C3CCCCN3S(=O)(=O)c3cccs3)on2)c(C)c1 (stereo unspecified)	x	23µM*	u
CC(=O)Nc1cccc(NC(=O)CSc2nccn2Cc2ccc(F)cc2)c1	-2%	11%	-29%
COC(=O)NC(NS(=O)(=O)c1ccccc1)(C(=O)OC)C(F)(F)F (stereo unspecified)	0%	7%	13%
Cc1ccc(S(=O)(=O)N2CCN(C(=O)COC(=O)C3(C)CC3(Cl)Cl)CC2)c(C)c1 (stereo unspecified)	-2%	u	23µM*
C1N2CN3CN1CN(C2)C3	7%	-11%&9%&-2%	-4%&7%&4%
Cc1c(-n2c(-c3ccccc3Cl)n[nH]c2=S)c(=O)n(-c2ccccc2)n1C	-17%	2%	0%
CCCCCN(C(=O)CCC(=O)OCc1cccc(Br)c1)c1c(N)n(CCCC)c(=O)[nH]c1=O	6%	15µM*	u
O=S1(=O)CCO[C@H]2Cc3ccccc3[C@H]2N1Cc1cccc(F)c1	-4%	-4%&-80%	21µM*!
CCOC(=O)C1/C(=N\O)CC(C)(O)C(C(=O)OCC)C1c1ccc(OC)c(OC)c1 (stereo unspecified)	2%	-16%	11%
O=C(Nc1cccnc1Cl)c1cc([N+](=O)[O-])ccc1Cl	0%	u	u
COc1ccc(NC(=O)C2CCC(C)(C(=O)O)C2(C)C)cc1 (stereo unspecified)	x	-3%	-11%
COC(=O)c1cc2ccc(OC)cc2c2cc(OC)c(OC)cc12	-17%	u	u
COc1ccc(-c2nnc(SCC(=O)OC3CCCCC3)o2)cc1OC	-1%	-2%	-9%
CCCc1nnc(SCC(=O)Nc2ccc(OC)cc2)o1	-2%	3%	-17%
Cc1nc(N)nc(N)c1-c1ccc(Cl)c(Cl)c1	x	0.16µM*	0.26µM*
C[C@@H]1CN([C@@H](C)CO)C(=O)CCCn2nncc2CO[C@@H]1CN(C)C(=O)Nc1ccccc1	x	2%	8%
CCC1c2ccc(C)n2CCN1C(=O)Nc1ccccc1C(=O)OC (stereo unspecified)	-7%	u	u
Cc1ccc(OCCC(=O)Nc2ccccc2C(=O)NC2CC2)cc1	-5%	-12%	u
COC(=O)Cn1c(C(=O)N2CCCC2)cc2c1C[C@H]1CN(C(=O)c3ccccc3)[C@@](Cc3ccc(OC)cc3)(C(=O)OC)[C@@H]21	x	u	u
Nc1cc(N)nc(SCC(=O)Nc2ccccc2N2CCOCC2)n1	-27%	-10%	0%
Cc1cccc(/C=N\NC(=O)c2ccccc2-n2cccc2)c1	-6%	-10%	11%
O=C(O)CN(C1CCCCC1)S(=O)(=O)c1ccc(F)cc1	0%	8%	-3%
CCc1ccc(C2C(C(=O)Nc3ccccc3C)=C(C)Nc3nc(SCc4cccc(OC)c4)nn32)cc1 (stereo unspecified)	1%	-19%	-5%
Cc1ccc(NC(=O)[C@@]2(CC(=O)O)CC(/C=C/c3ccccc3)=NO2)c(C)c1	-1%	18%	-5%
CN1CCN(C(=O)C2CC(=O)N(c3ccc(Cl)cc3)C2)CC1 (stereo unspecified)	5%	-1%	-1%
Cc1ccc(NC(=O)C2OCCc3ccccc32)cc1C (stereo unspecified)	-5%	-28%	-16%
N#Cc1ccc(Sc2nc3ccccc3[nH]2)cc1C#N	-3%	-12%	-14%
Cc1cc(-n2c(SCC(=O)Nc3ccc(F)c(F)c3)nc3n[nH]c(C)c3c2=N)ccc1Cl	-6%	1.5µM*	2.6µM*
COc1ccc(/C=c2\sc3nc(=O)c(C)nn3c2=O)c(OC)c1	-6%	-11%	6%
O=C(O)c1cn[nH]c1-c1cccc([N+](=O)[O-])c1	-3%	10%	0%

Compounds from the list above that contain a furan ring, fused or not, in the order listed:
SMILES	KAT2A inh	TDP1 cell noCPT	TDP1 cell CPT
O=C(C(=O)N1CCN(C(=O)c2ccco2)CC1)c1ccccc1	x	6%	0%
Nc1nc2ccccc2n1C(=O)c1ccco1	-5%	-10%	u
CCOC(=O)c1c(NC(=O)CCc2ccc(CC)o2)sc(C)c1C	1%	u	u
COc1ccc2c(c1)-c1nc(NC(=O)c3ccco3)sc1CC2	-24%	15µM*	u
O=c1c(Cc2ccc(F)cc2)c(O)ccn1Cc1ccco1	-5%	11%	-12%

Next part
SMILES	KAT2A inh	TDP1 cell noCPT	TDP1 cell CPT
CCOC(=O)N1CCC(N2Cc3cccc(C(=O)NCc4ccc(C)cc4)c3C2=O)CC1	-9%	u	u
CNC(=O)NC(=O)C(C)OC(=O)c1ccc(Cl)c(S(=O)(=O)Nc2ccc(F)cc2)c1 (stereo unspecified)	-12%	u	-2%
CC1CCCC(NC(=O)CNCc2ccccc2F)C1C (stereo unspecified)	0%	u	-3%
Cc1cc2ccccc2n1CCNC(=O)c1ccc(Br)o1	-1%	29µM*	-28%
COc1ccc(CNC(=O)c2cc(C)nn2-c2ccccc2)cc1	-1%	0%	-11%
CCOc1cccc(NC(=O)CC#N)c1	-19%	-7%	11%
COc1cccc(CNc2nc3cc(-c4ccc(OC)cc4C)sc3c(=O)n2C)c1	x	u	u
O=C(CN1C(=O)NC2(CCCC2)C1=O)Nc1ccccc1F	-1%	-3%	-12%
Cc1nc(Cl)c2oc3ccccc3c2n1	-13%	11%	-7%
Cc1nn2c(N3CCCC3)cc(C(C)C)nc2c1-c1ccccc1	-1%	u	u
CCN(C(=O)Cn1c(C(=O)OC)cc2oc3ccccc3c21)c1cccc(C)c1	-8%	18µM*	12µM*
CCOC(=O)C1=CCN(S(=O)(=O)c2ccc(F)cc2)C1c1cccc(C)c1 (stereo unspecified)	x	u	u
COc1ccc(C2=NCCc3cc(OC)c(OC)cc32)cc1	-11%	21µM*	u
CC(C)(C)c1csc(NC(=O)CSC2=NCCS2)n1	-4%	u	u
O=C(Cn1nnc(-c2ccccc2)n1)NCc1ccc2c(c1)OCO2	1%	-21%	-14%
CNc1cccc(-c2cc(OC)ccc2OC)n1	x	u	u
Cc1c(Cl)c([N+](=O)[O-])nn1CCCC(=O)NCCc1ccccc1	0%	2%	6%
CCOc1ccc(C(=O)NCc2ccc3c(c2)CCN3C(=O)c2ccccc2)cc1	-5%	16µM*	13µM*
O=C(c1ccc2oc(CCCc3ccccc3)nc2c1)N1CCCCC1CO (stereo unspecified)	-3%	-25%	-2%
CCS(=O)(=O)N1CCN(c2ccc([N+](=O)[O-])c(N3CCOCC3)c2)CC1	-12%	0%	-28%
Cc1cc(S(=O)(=O)NCCCN2CCOCC2)ccc1Br	4%	2%	-5%
COC(=O)C(c1ccccc1Cl)N1CCc2sccc2C1 (stereo unspecified)	0%&19%&6%&13%	0%&-29%	u
O=C(COc1ccc(Br)cc1)N1CCCCCC1	-2%	-13%	-12%
Cc1cccc(N2CCN(C(=O)c3cc(S(=O)(=O)N4CCOCC4)cn3C)CC2C)c1 (stereo unspecified)	0%	-26%	u
CC1CCc2sc3c(c2C1)c(=O)n(CC(=O)O)c(=O)n3Cc1ccc(Cl)cc1 (stereo unspecified)	1%	-1%	-9%
O=C(Nc1ccc(Cl)cc1)Nc1ccc(N2CCOCC2)cc1	-2%	18µM*	u
CCCCCC(=O)N1C[C@H](O)[C@@H](n2cc(C3CC3)nn2)C[C@@H]1c1ccc(OC)cc1	x	u	-24%

Screens deposited in PubChem BioAssay by National Center for Advancing Translational Sciences (NCATS).
